RSV antiviral HEp-2 – inhibition of RSV-induced cytopathic effect – HEp-2 cells, primary 10 µM value included (AID 2391); HEp-2 cells, RSV-induced CPE inhibition; higher % means a stronger effect; one-dose CPE inhibition, % at 10 µM; IC50 in µM for titrated hits; 0.13% of 310,000 active; in the data active = a potency from the dose series; inconclusive = CPE inhibition mostly from about 23% at the one dose, without a potency; inactive = the rest, 99 in 100 with CPE inhibition below about 21%; note: strong numbers were not always called active
TNAP activation fold – stimulation of alkaline phosphatase TNAP activity – biochemical, luminescent, no phosphate acceptor, uHTS, primary screen (AID 1001) | purified TNAP, luminescent activation assay, no phosphate acceptor; higher activation fold means a stronger effect | one-dose activation fold at 20 µM; EC50 in µM for titrated hits | 0.03% of 200,000 active; in the data active = activation fold from about 3, or a potency from the dose series; inactive = the rest, 99 in 100 with activation fold below about 1.6; note: many of its hits are not listed in these tables
PMI inhibition – human PMI inhibitors, high substrate, primary screen, biochemical, fluorescence intensity, high mannose 6-phosphate (AID 1220). 0.66% of 190,000 active. inhibition, % at 20 µM, or IC50 in µM where a hit was titrated. recombinant PMI enzyme, coupled fluorescence intensity; higher % means a stronger effect
SV40 large T antigen – TAg ATPase/helicase activity blockers – biochemical (AID 1903). SV40 large T antigen ATPase/helicase inhibition assay; higher % means a stronger effect. 0.39% of 310,000 active. inhibition, % at 20 µM; hits with a dose series show IC50 in µM; in the data active = a potency from the dose series; inconclusive = inhibition mostly from about 32% at the one dose, without a potency; inactive = the rest, 99 in 100 with inhibition below about 32%; note: strong numbers were not always called active
human PMI inhibition – inhibitors of human PMI, primary screen, biochemical, fluorescence intensity, coupled assay (AID 1209); one-dose inhibition, % at 20 µM; IC50 in µM for titrated hits; purified PMI enzyme, coupled fluorescence intensity; higher % means a stronger effect; 0.42% of 190,000 active;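 note: plate controls were DMSO vehicle for no effect and wells lacking substrate for full effect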
Salmonella PhoP GFP – inhibitors of PhoP regulon expression, primary screen, Salmonella Typhimurium, GFP reporter (AID 1863). S. Typhimurium PhoP-regulated promoter GFP reporter, 4 h; higher % means a stronger effect. one-dose inhibition, % at 50 µM; IC50 in µM for titrated hits. 0.16% of 300,000 active;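 active = inhibition over 29.93%, a cutoff 3 SD above the screen mean, later confirmed by dose response; inconclusive = inhibition over 29.93% but no dose response follow-up; inactive = inhibition at most 29.93% or unconfirmed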;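 note: 0% = low Mg2+ inducing control and 100% = high Mg2+ repressing control; strong numbers were not always called active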
West Nile antiviral – West Nile virus antiviral activity, cell-based, CPE readout (AID 1621); West Nile virus-infected cells, CPE inhibition; higher % means a stronger effect; CPE inhibition, % at 10 µM, or IC50 in µM where a hit was titrated; 0.02% of 290,000 active; in the data active = a potency from the dose series; inconclusive = CPE inhibition mostly from about 3.7% at the one dose, without a potency; inactive = the rest, 99 in 100 with CPE inhibition below about 2.2%; note: strong numbers were not always called active
CSM14.1 death rescue – rescue of cells from ER stress-induced death, primary screen, 384-well, CSM14.1, thapsigargin, ATP luminescence (AID 1222) | CSM14.1 thapsigargin-induced death rescue, ATP luminescence; higher % means a stronger effect | 190,000 tested, under 10 active | one-dose cellular ATP content (survival), % at 20 µM; EC50 in µM for titrated hits;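 active = EC50 below 50 µM in the dose-response confirmation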;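 note: death triggered by thapsigargin at about 15 µM added after 2 h compound pretreatment; cell ATP read after overnight thapsigargin exposure of roughly 18 to 22 hours; normalized against plate controls of thapsigargin alone and 5% DMSO vehicle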
Insulin prom up – MIN6 insulin promoter up-regulation. z-score at 5 µM. MIN6 insulin promoter-GFP reporter, high-content imaging; hits give high values. 0.3% of 190,000 active. AID 1625;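 active = z-score above 3 at 5 µM with at least 500 cells counted in the well; inconclusive = wells under 500 cells, flagged as cytotoxic or low count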
Insulin prom up cell count – also measured in Insulin prom up; calls as there; cell count; measured here: cytotoxicity, nuclei count;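 total cells summed across four imaged fields per well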
Active calls of the source: *. Cut-off read from the data, not from the text of the source, unless noted: active = inhibition above about 50%; inactive = the rest.

Results for O=C(Nc1ccc(OC(F)(F)F)cc1)c1n[nH]c(Cn2cncn2)n1 ?
RSV antiviral HEp-2: 6.0%; TNAP activation fold: 1; PMI inhibition: 3%; SV40 large T antigen: 5%; human PMI inhibition: 4%; Salmonella PhoP GFP: 4%; West Nile antiviral: 0.0%; CSM14.1 death rescue: -2.5%; Insulin prom up: 0.07; Insulin prom up cell count: 1677

Results for COCC(=O)N1CCC(Oc2ccc(C(=O)NCCCn3cccn3)cc2)CC1 ?
RSV antiviral HEp-2: -0.4%; SV40 large T antigen: 2%; Salmonella PhoP GFP: 4%; West Nile antiviral: -0.3%

How did Cc1ccc(CNC(=O)COC(=O)c2c(C)noc2C)cc1 do in these assays?
RSV antiviral HEp-2: 0.8%; TNAP activation fold: 1.1; PMI inhibition: 8%; SV40 large T antigen: 11%; human PMI inhibition: 7%; Salmonella PhoP GFP: -2%; West Nile antiviral: -0.5%

Results for COCCNC(=O)NC12CC3CC(CC(C3)C1)C2 ?
RSV antiviral HEp-2: 0.0%; TNAP activation fold: 1.1; PMI inhibition: 4%; SV40 large T antigen: 9%; human PMI inhibition: 5%; Salmonella PhoP GFP: -1%; West Nile antiviral: 0.3%; CSM14.1 death rescue: -0.9%; Insulin prom up: -0.81; Insulin prom up cell count: 1361

Results for Cc1ccc2c(C)nc(/N=C(\N)NC(=O)N3c4ccccc4Sc4ccccc43)nc2c1 ?
RSV antiviral HEp-2: 8.9%; TNAP activation fold: 1; PMI inhibition: 16%; SV40 large T antigen: inconclusive; human PMI inhibition: 13%; Salmonella PhoP GFP: -5%; West Nile antiviral: -1.1%; CSM14.1 death rescue: -4.1%; Insulin prom up: -0.9; Insulin prom up cell count: 988

What do the screens show for `Cn1nc(-c2ccccc2)c(CN2CCN(c3ncccn3)CC2)c1Cl`?
RSV antiviral HEp-2: 0.8%; TNAP activation fold: 1.1; PMI inhibition: 12%; SV40 large T antigen: 0%; human PMI inhibition: 10%; Salmonella PhoP GFP: 7%; West Nile antiviral: -0.7%; CSM14.1 death rescue: 0.9%; Insulin prom up: 0.13; Insulin prom up cell count: 1368

Results for O=C(c1ccc(OC2CCN(CCc3ccccc3)CC2)cc1)N1CCCC(O)C1 (stereo not given) ?
RSV antiviral HEp-2: 0.8%; TNAP activation fold: 1.1; PMI inhibition: 1%; SV40 large T antigen: 32%; human PMI inhibition: 6%; Salmonella PhoP GFP: 7%; West Nile antiviral: -0.5%; CSM14.1 death rescue: -0.8%; Insulin prom up: -0.57; Insulin prom up cell count: 1400

How did CC(=O)N(CCCCN1C(=O)c2ccccc2C1=O)c1ccc(C)cc1 do in these assays?
RSV antiviral HEp-2: inconclusive; TNAP activation fold: 1; PMI inhibition: -2%; SV40 large T antigen: 9%; human PMI inhibition: -6%; Salmonella PhoP GFP: 11%; West Nile antiviral: 0.4%; CSM14.1 death rescue: -0.8%

What do the screens show for `Cc1ccc(S(=O)(=O)NNC(=O)Nc2cccc(F)c2)c(C)c1`?
RSV antiviral HEp-2: 1.5%; SV40 large T antigen: 16%; Salmonella PhoP GFP: 0%; West Nile antiviral: 0.1%

How did CO/N=C/c1ccc(N2CCN(C(=O)c3ccc(Cl)cc3Cl)CC2)c([N+](=O)[O-])c1 do in these assays?
RSV antiviral HEp-2: 5.3%; TNAP activation fold: 0.9; PMI inhibition: 18%; SV40 large T antigen: 8%; human PMI inhibition: 20%; Salmonella PhoP GFP: 10%; West Nile antiviral: 1.2%; CSM14.1 death rescue: -3.2%; Insulin prom up: -1.6; Insulin prom up cell count: 1471

How did O=C(CCN1CCOCC1)N1CCCC(Nc2ccc(F)cc2)C1 (stereo not given) do in these assays?
RSV antiviral HEp-2: 1.5%; SV40 large T antigen: 15%; Salmonella PhoP GFP: -6%; West Nile antiviral: 0.8%

Results for CCOc1ccc(CCNC(=O)CS(=O)Cc2nc(-c3ccccc3C)oc2C)cc1OCC (stereo not given) ?
RSV antiviral HEp-2: 3.2%; SV40 large T antigen: 11%; Salmonella PhoP GFP: -2%; West Nile antiviral: -0.4%

What do the screens show for `COc1cc(O)cc(O)c1C(=O)/C=C/c1ccccc1`?
RSV antiviral HEp-2: 27%; TNAP activation fold: 1; PMI inhibition: 24%; SV40 large T antigen: 6%; human PMI inhibition: 18%; Salmonella PhoP GFP: -12%; West Nile antiviral: inconclusive; CSM14.1 death rescue: 4.7%; Insulin prom up: 0.5; Insulin prom up cell count: 1213

How did COc1ccc(Cc2nnc(NC(=O)C(C)C)s2)cc1 do in these assays?
SV40 large T antigen: 4%; Salmonella PhoP GFP: -1%; West Nile antiviral: 0.3%; Insulin prom up: -0.02; Insulin prom up cell count: 1130

How did Cc1cc(C)cc(N(CC(=O)Nc2ccc(C(F)(F)F)cc2)S(=O)(=O)c2c(C)[nH]c(=O)[nH]c2=O)c1 do in these assays?
RSV antiviral HEp-2: 12%; SV40 large T antigen: 9%; Salmonella PhoP GFP: -14%; West Nile antiviral: -0.3%

How did C=CCc1c(C)nc(C)nc1N/N=C/c1ccc(N(C)C)cc1 do in these assays?
RSV antiviral HEp-2: 3.3%; TNAP activation fold: 1.3; PMI inhibition: -6%; SV40 large T antigen: 12%; human PMI inhibition: -4%; Salmonella PhoP GFP: 0%; West Nile antiviral: -0.5%; CSM14.1 death rescue: -0.8%; Insulin prom up: inconclusive

What do the screens show for `c1ccc(C2Nc3ccccc3C3OCCCC23)cc1` (stereo not given)?
RSV antiviral HEp-2: 5.1%; SV40 large T antigen: 0%; Salmonella PhoP GFP: 2%; West Nile antiviral: -0.5%

What do the screens show for `Cc1ccc(S(=O)(=O)C2C(=O)NC3(C)CC2c2ccccc2O3)cc1` (stereo not given)?
RSV antiviral HEp-2: 1.1%; TNAP activation fold: 1.3; PMI inhibition: -2%; SV40 large T antigen: 0%; human PMI inhibition: 2%; Salmonella PhoP GFP: -9%; West Nile antiviral: -0.5%; CSM14.1 death rescue: -1.0%; Insulin prom up: 0.48; Insulin prom up cell count: 1499

What do the screens show for `O=C(N/N=C/c1cccc(C(F)(F)F)c1)C1CCN(c2ncc(C(F)(F)F)cc2Cl)CC1`?
RSV antiviral HEp-2: 0.1%; TNAP activation fold: 1.1; PMI inhibition: -11%; SV40 large T antigen: 21%; human PMI inhibition: -6%; Salmonella PhoP GFP: -6%; West Nile antiviral: -1.0%; CSM14.1 death rescue: -1.6%

What do the screens show for `CCCn1c(SCc2nc(N)nc(N3CCCCC3)n2)nc2c1c(=O)n(C)c(=O)n2C`?
RSV antiviral HEp-2: 0.2%; TNAP activation fold: 1.1; PMI inhibition: -4%; SV40 large T antigen: 27%; human PMI inhibition: -2%; Salmonella PhoP GFP: -2%; West Nile antiviral: -0.8%; CSM14.1 death rescue: -0.7%; Insulin prom up: 0.05; Insulin prom up cell count: 1148

Results for Cc1ccc(-n2cc(CNCC3CC(=O)N(C4CC4)C3)c(-c3cccc(C)c3)n2)cc1 (stereo not given) ?
RSV antiviral HEp-2: 9.7%; TNAP activation fold: 1.1; PMI inhibition: -8%; SV40 large T antigen: 4%; human PMI inhibition: -2%; Salmonella PhoP GFP: 7%; West Nile antiviral: -1.3%; CSM14.1 death rescue: -0.9%; Insulin prom up: -0.43; Insulin prom up cell count: 1347

How did COc1ccc([N+](=O)[O-])c(S(=O)(=O)c2ccccc2)n1 do in these assays?
RSV antiviral HEp-2: -2.1%; SV40 large T antigen: 22%; Salmonella PhoP GFP: 3%; West Nile antiviral: 0.6%; Insulin prom up: -0.03; Insulin prom up cell count: 1123

Results for O=S(=O)(c1cccc2cccnc12)N1CCOCC1 ?
RSV antiviral HEp-2: 0.7%; TNAP activation fold: 1.1; PMI inhibition: -15%; SV40 large T antigen: 1%; human PMI inhibition: -4%; Salmonella PhoP GFP: 12%; West Nile antiviral: -0.4%; CSM14.1 death rescue: -2.8%

Results for COCCOC(=O)C1=C(N)OC2=C(C(=O)CC(C)(C)C2)C1c1ccncc1 (stereo not given) ?
RSV antiviral HEp-2: 0.0%; TNAP activation fold: 1; PMI inhibition: -6%; SV40 large T antigen: 5%; human PMI inhibition: -2%; Salmonella PhoP GFP: -1%; West Nile antiviral: 0.0%; CSM14.1 death rescue: 1.1%; Insulin prom up: -0.37; Insulin prom up cell count: 1469

Structural class, those above containing a nitro group on carbon.
How did CO/N=C/c1ccc(N2CCN(C(=O)c3ccc(Cl)cc3Cl)CC2)c([N+](=O)[O-])c1 do in these assays?
RSV antiviral HEp-2: 5.3%; TNAP activation fold: 0.9; PMI inhibition: 18%; SV40 large T antigen: 8%; human PMI inhibition: 20%; Salmonella PhoP GFP: 10%; West Nile antiviral: 1.2%; CSM14.1 death rescue: -3.2%; Insulin prom up: -1.6; Insulin prom up cell count: 1471

How did COc1ccc([N+](=O)[O-])c(S(=O)(=O)c2ccccc2)n1 do in these assays?
RSV antiviral HEp-2: -2.1%; SV40 large T antigen: 22%; Salmonella PhoP GFP: 3%; West Nile antiviral: 0.6%; Insulin prom up: -0.03; Insulin prom up cell count: 1123

Continued.
How did CC(C)c1ccc(S(=O)(=O)N2CCN(C(=O)C3CCCCC3)CC2)cc1 do in these assays?
RSV antiviral HEp-2: 3.6%; SV40 large T antigen: 10%; Salmonella PhoP GFP: 1%; West Nile antiviral: -0.8%

How did NS(=O)(=O)c1cc(C(=O)NCC2CCCCC2)ccc1Cl do in these assays?
RSV antiviral HEp-2: -0.1%; SV40 large T antigen: 2%; Salmonella PhoP GFP: 5%; West Nile antiviral: -0.6%

Results for O=c1c2ccccc2nc(/C=C/c2ccc([N+](=O)[O-])o2)n1CCCO ?
RSV antiviral HEp-2: -2.3%; TNAP activation fold: 1.1; PMI inhibition: 1%; SV40 large T antigen: 25%; human PMI inhibition: -2%; Salmonella PhoP GFP: -28%; West Nile antiviral: -1.8%; CSM14.1 death rescue: 0.1%; Insulin prom up: inconclusive

How did Cc1ccc(CNC(=O)CN(C(=O)C2(C)CC(=O)N=C3C=CC=CN32)c2ccc(F)cc2)cc1 (stereo not given) do in these assays?
RSV antiviral HEp-2: 1.5%; SV40 large T antigen: 4%; Salmonella PhoP GFP: 3%; West Nile antiviral: -0.7%

Results for COc1ccc(Br)cc1-c1nc(C)c(C(C)=O)n1O ?
RSV antiviral HEp-2: 0.5%; TNAP activation fold: 1.1; PMI inhibition: 10%; SV40 large T antigen: 6%; human PMI inhibition: 16%; Salmonella PhoP GFP: -6%; West Nile antiviral: -0.1%; CSM14.1 death rescue: -0.2%; Insulin prom up: 0.25; Insulin prom up cell count: 1326

How did O=C(CCCCn1c(=O)c2ccccc2n(Cc2ccc(Cl)cc2)c1=O)NCc1ccco1 do in these assays?
RSV antiviral HEp-2: 7.6%; TNAP activation fold: 1.1; PMI inhibition: 17%; SV40 large T antigen: 5%; human PMI inhibition: 20%; Salmonella PhoP GFP: -4%; West Nile antiviral: 0.8%; Insulin prom up: 0.42; Insulin prom up cell count: 1261

Screens from PubChem BioAssay.
